RGS12 GoLoco inh – RGS12 GoLoco-Gai1 interaction inhibition; Potency, µM (doses to about 61.6 µM), for inactives: at the top dose activity, negative = inhibition, most hits filed as inhibitors; 230,000 compounds, 0.44% hits; P63096; Gai1:RGS12 GoLoco peptide FP, rhodamine, 10 min; active = well fitted inhibition curve with a large enough effect, not every such curve was filed as active; inactive = no such curve, though single readings can be large or run the other way; note: % is set by controls: 0 for no effect and ±100 for the full control effect; nearly all actives have a fitted effect of over 30% in size; many of its hits are not listed in these tables
Epigenetic reg – regulators of epigenetic silencing causing reporter derepression in mouse cells; murine LDR cells, GFP reporter derepression, 30 h; 280,000 compounds, 0.2% hits; Potency, µM (highest dose often 53.9 µM), inactives show top-dose GFP activation, hits mostly activators; note: % of control where 0% means no effect; nearly all actives have a fitted effect of over 60% in size
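GFP-positive cell count by laser-scanning cytometry (objects 20–120 um) after 30 h, 37 C compound exposure of murine LDR cells; reporter is CMV-GFP integrated at a silenced locus, inducible by HDAC or DNMT inhibitors.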
RECQ1 inh – inhibitors of human RECQ1 DNA helicase | RECQ1 DNA unwinding, red fluorescence kinetic read | Potency, µM (titrated, usually from 57.3 µM), inactives show at the top dose activity, negative = inhibition, actives largely listed as inhibitors | 240,000 compounds, 0.54% hits | AID 2549;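 note: plate controls were vehicle for no effect and no enzyme for full effect; nearly all actives have a fitted effect of over 30% in size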
Target sequence (P46063 whole entry, looked up): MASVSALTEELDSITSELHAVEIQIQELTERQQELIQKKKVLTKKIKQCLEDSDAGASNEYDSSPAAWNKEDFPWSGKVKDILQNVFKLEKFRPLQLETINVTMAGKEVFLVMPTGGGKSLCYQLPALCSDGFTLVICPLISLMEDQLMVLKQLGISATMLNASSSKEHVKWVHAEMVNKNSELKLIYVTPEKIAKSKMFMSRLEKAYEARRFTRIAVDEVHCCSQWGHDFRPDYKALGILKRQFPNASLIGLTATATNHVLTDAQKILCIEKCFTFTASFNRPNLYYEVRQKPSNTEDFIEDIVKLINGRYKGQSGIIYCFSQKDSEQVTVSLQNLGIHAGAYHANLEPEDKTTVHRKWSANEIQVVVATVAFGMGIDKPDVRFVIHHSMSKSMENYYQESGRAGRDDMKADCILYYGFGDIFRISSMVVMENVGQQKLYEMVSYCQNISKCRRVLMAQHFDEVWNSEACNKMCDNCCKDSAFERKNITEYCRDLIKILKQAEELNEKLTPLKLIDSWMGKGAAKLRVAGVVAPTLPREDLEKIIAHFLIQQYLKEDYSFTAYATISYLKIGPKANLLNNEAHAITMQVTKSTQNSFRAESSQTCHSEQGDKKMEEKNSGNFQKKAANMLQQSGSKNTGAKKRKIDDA
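RECQ1T1 50 nM; forked duplex (20 bp + 30-nt ss tails) 200 nM, ATP 2 mM final; pH 8.0, 2 mM MgCl2, 2.5 ug/ml poly(dI-dC); 15 min compound preincubation; discontinuous kinetic read over 2 h at RT.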
NPSR antagonist – antagonists of human neuropeptide S receptor cAMP signaling. Q6W5P4. CHO-NPSR cells, cAMP TR-FRET, antagonist mode. Potency, µM (series often up to 38.3 µM), without a hit: at the highest dose activity change, negative = inhibition, most hits filed as inhibitors. 220,000 compounds, 1% hits; note: % is set by controls: 0 for no effect and ±100 for the full control effect; nearly all actives have a fitted effect of over 50% in size; many of its hits are not listed in these tables
KDM4E inh – JMJD2E (human) inhibition; B2RXH2; JMJD2E catalytic domain, FDH-coupled NADH fluorescence (FDH is formaldehyde dehydrogenase); Potency, µM (top dose mostly 57.1 µM), for the others: at the top dose activity change, negative = inhibition, hits mostly inhibitors; 230,000 compounds, 1.6% hits; AID 2147; active = well fitted inhibition curve with a large enough effect, not every such curve was filed as active; inconclusive = small, poorly fitted or top-dose-only effect, or another doubt; inactive = no such curve, though single readings can be large or run the other way;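 note: 0% = wells with enzyme and -100% = buffer wells without enzyme; nearly all actives have a fitted effect of over 50% in size; many of its hits are not listed in these tables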
Target sequence (B2RXH2 1-337 limits assumed): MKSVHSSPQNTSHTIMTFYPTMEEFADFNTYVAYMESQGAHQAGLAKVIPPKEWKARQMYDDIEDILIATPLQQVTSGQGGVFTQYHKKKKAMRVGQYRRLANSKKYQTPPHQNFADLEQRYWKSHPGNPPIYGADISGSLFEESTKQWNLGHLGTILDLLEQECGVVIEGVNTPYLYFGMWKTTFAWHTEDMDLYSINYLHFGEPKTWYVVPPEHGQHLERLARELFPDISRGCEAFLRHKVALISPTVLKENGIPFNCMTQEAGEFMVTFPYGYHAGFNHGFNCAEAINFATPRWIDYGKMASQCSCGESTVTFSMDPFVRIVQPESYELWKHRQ
Luc counter – blocks Kinase-Glo luciferase, a counter-screen artifact. Q27757. Kinase-Glo luciferase, ATP luminescence, 8 min. Potency, µM (top dose mostly 38.3 µM), for inactives: at the highest dose activity change, negative = inhibition, actives largely listed as inhibitors. 200,000 compounds, 0.28% hits. AID 1379; note: % is set by controls: 0 for no effect and ±100 for the full control effect; nearly all actives have a fitted effect of over 60% in size
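Kinase-Glo luciferase light output from ATP and luciferin was measured with 10 uM ATP, within the enzyme's linear range. Buffer: 50 mM imidazole pH 7.2, 50 mM KCl, 7 mM MgCl2, 0.01% Tween 20, 0.05% BSA; luminescence read after 8 min at ambient temperature.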
IMPase Li inh – membrane-permeable IMPase blocker, potentiated with lithium. CHO-M1 cells, IP1 TR-FRET (IP-One), carbachol + lithium. Potency, µM (series often up to 59.4 µM), for the others: at the highest dose activity, negative = IMPase inhibition, actives largely listed as inhibitors. 210,000 compounds, 0.35% hits. AID 1457;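 note: IP1 builds up when IMPase is blocked and the TR-FRET signal falls; plate controls were basal vehicle for no effect and high inhibitor control for full effect; nearly all actives have a fitted effect of over 50% in size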
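CHO cells stably expressing M1 receptor (2000/well, cultured 16–30 h) treated 30 min at 37C with compound plus low lithium. Cytosolic IP1 by TR-FRET (665/620 ratio and 620 channel) after 10 min lysis; AC50 by Hill fit.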
SMN2 splice enh – SMN2 splice variant enhancement. HEK293 SMN2-luciferase splicing reporter, luminescence, 30-36 h. Potency, µM (doses to about 46.1 µM), without a hit: at the top dose activity change, positive = activation, usual class: activators. 210,000 compounds, 2.8% hits; note: % of control where 0% means no effect; nearly all actives have a fitted effect of over 55% in size
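HEK293 cells carry an SMN2 minigene-luciferase reporter in which exon 7 inclusion puts luciferase in frame. Cells were seeded at 2000 cells/well, attached for 10-12 hours, then exposed to compounds for 30-36 hours at 37C before ONE-Glo luminescence.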
* marks the source's active call; other numbers are inactive results; i = inactive; ? = inconclusive; · = no result given; [ ] = remark or other dose. Unless noted, calls come from the whole dose curve; as a rule, active = well fitted curve in the direction sought with a large enough effect; inconclusive = small, poorly fitted or top-dose-only effect, or another doubt; inactive = no such curve, though single readings can be large; an effect the other way counts as inactive or inconclusive. Potency is the fitted concentration of half-maximal effect. Only part of the results is shown; rates above refer to the full screens.

SMILES	RGS12 GoLoco inh	Epigenetic reg	RECQ1 inh	NPSR antagonist	KDM4E inh	Luc counter	IMPase Li inh	SMN2 splice enh
CCN(CC)CCn1c(=N)n(CC(O)c2ccco2)c2ccccc21 (stereo unspecified)	-3%	-9.5%	3%	24%	3%	-4%	-10%	-25%
Cc1cc(C)cc(N=Cc2c(O)c3ccccc3oc2=O)c1	5%	-1.8%	i	-33%	35%[activator]	0%	-7%	-9%
CC(=O)c1cc(CC=C(C)C)c(O)cc1O	0%	-2.3%	-7%	?	-2%	0%	8%[38.3 µM]	?
Cc1cc(-c2cccc([N+](=O)[O-])c2)nc2ccc3ccccc3c12	7%	-1.1%	-5%	1%[46.1 µM]	4%	2%	2%[38.3 µM]	-14%
CCOc1ccc(CC(=O)N2CCN=C2SC)cc1	8%	1.1%	0%	14%	2%	-3%	5%	-16%
C/C(=N\NC(=O)CCCCCNC(=O)c1ccccc1)c1ccccc1O	6%	2.3%	-14%	-2%	?	-5%	4%	15%
Nc1ccc(C(=O)O)cc1[N+](=O)[O-]	5%	-0.8%	-5%	-2%	8%	-1%	5%	7%
Oc1cc2ccccc2cc1-c1nnc2n1-c1ccccc1SC2	-16%	-1.1%	-2%	-16%[46.1 µM]	6%	3%	37%[activator][38.3 µM]	2%
Cc1sc(NC(=O)/C=C/c2ccco2)c(C(=O)OC(C)C)c1C	·	2.6%	1%	?	-7%	·	·	·
NC(=O)CNC(=O)c1ccc(Cl)cc1	2%	0.0%	-14%	-20%	-7%	·	·	·
O=C(O)c1cc2cc(Cl)cc(Cl)c2oc1=O	-3%	0.7%	-14%	-11%[46.1 µM]	-20%	0%	-8%[38.3 µM]	-1%
COC(=O)C1=C(C(=O)OC)[C@@H]2N(C)c3ccc(OC)cc3[C@@]23C[C@@H](C(=O)OC)N(S(=O)(=O)c2ccc(C(F)(F)F)cc2)C3=N1	0%[14.2 µM]	·	-1%[11.5 µM]	·	10%[11.4 µM]	-1%[7.66 µM]	1%	4%[9.22 µM]
COc1ccc(NC(=O)CN(C)CC(=O)Nc2ccccc2SC)cc1	-1%	0.0%	-2%	-6%[46.1 µM]	?	0%	-1%	8%
COc1ccc(OCC(=O)Nc2ccc(N3CCCCC3)cc2)cc1	12%	-3.1%	-8%	5%	-4%	1%	-1%	-12%
Cc1ccc(C(=O)O)cc1	-11%	·	-5%	·	·	·	9%	-15%
O=C(c1ccc2ccccc2c1)N1CCN(c2ccc(C(F)(F)F)cn2)CC1	6%	0.0%	-10%	-7%[46.1 µM]	-14%	-3%	30%[activator][38.3 µM]	6%
COc1cccc2cc(C(=O)Nc3cccnc3N3CCOCC3)c(=O)oc12	-6%	0.0%	-4%	7%[46.1 µM]	1%	-1%	25%[38.3 µM]	10%
COc1ccc(C(=O)N2CC3(CC(c4cccc(NC(=O)COc5ccc(Cl)cc5)c4)=NO3)C[C@@H]2C(N)=O)cc1 (stereo partly specified)	13%	-1.7%	i	-11%	-4%	·	·	·
Cc1ccc(NC(=O)C2CCCO2)cc1[N+](=O)[O-] (stereo unspecified)	7%	-1.0%	0%	32%	7%	0%	-4%	5%
Cc1nnc(C)c2c(C)n(C(c3ccccc3)c3ccccc3)c(C)c12	56%[activator]	-1.0%	19%	-29%[46.1 µM]	?	-2%	62%[activator][38.3 µM]	-3%
COc1cc(/C=N/N2CCN(C3c4ccccc4-c4ccccc43)CC2)cc(OC)c1O	-25%	2.9%	-1%	-35%	?	1%	2%	-13%[1.84 µM]
Cc1ccccc1NC(=O)CCC(=O)N/N=C/c1cc([N+](=O)[O-])ccc1O	11%	1.1%	-5%	3%	5%	1%	3%	-6%
COC(=O)C1C(c2ccccc2)C=CC(c2ccccc2)C1C(=O)O (stereo unspecified)	-5%	-1.1%	25%	4%	0%	·	·	·
COc1cccc(NC(=O)COc2ccc(S(=O)(=O)NC(C)C)cc2)c1	10%	3.0%	-4%	12%[46.1 µM]	0%	5%	-4%	15%
NC(Cc1ccccc1)=NCC(=O)O	11%[14.2 µM]	·	·	·	·	-4%[7.66 µM]	0%	-7%[9.22 µM]
Cc1ccc(C(=O)Nc2nc(C)c(C(=O)Nc3ccc4c(c3)CCC4)s2)cc1	5%	0.0%	-16%	-18%	?	-15%	-4%	5.6µM*
O=C(O)C1CC(=O)N(C2CCCCCC2)C1 (stereo unspecified)	5%	-1.1%	-2%	-15%[46.1 µM]	2%	4%	24%[38.3 µM]	8%
COc1ccc(-c2nnn(CC(=O)N(CC(=O)NCCC(C)C)c3ccccc3)n2)cc1OC	-6%	-1.0%	i	-18%[46.1 µM]	4%	-3%	6%[38.3 µM]	-9%
Cc1nnc(SCC(=O)c2ccc(S(=O)(=O)N3CCOCC3)cc2)n1-c1ccccc1	11%	-1.0%	-1%	-15%[46.1 µM]	-4%	-2%	14%[38.3 µM]	-9%
O=c1c(Cc2c(F)cccc2Cl)c(O)ccn1C1CC1	5%	0.1%	i	14%	6%	3%	4%	3%
CCOC(=O)c1noc(C)c1C(=O)Nc1nc(C)cc(C)n1	11%	1.1%	i	15%	-11%	1%	6%	17%
CN(CCC#N)C(=O)COC(=O)c1ccccc1OCc1ccccc1Cl	0%	1.1%	i	35%	3%	-4%	4%	-7%
CCOC(=O)N1CCN(C(=O)CN(Cc2ccccc2)S(C)(=O)=O)CC1	4%	-3.5%	-1%	-9%[46.1 µM]	2%	3%	6%[38.3 µM]	?
COC(=O)c1cccc(N2CCCC2=O)c1	11%	0.7%	i	14%	-6%	·	·	·
COc1ccc(-c2cn3c(n2)CCC3)cc1	5%	-1.0%	i	-1%[46.1 µM]	1%	-10%	2%[38.3 µM]	13µM*
CC(=O)OC1COC(N2CCc3ccccc32)C(OC(C)=O)C1OC(C)=O (stereo unspecified)	11%	1.1%	-5%	15%	-1%	1%	-4%	-5%
CC(=O)NCCC(=O)Nc1cc(F)ccc1C	-13%	1.8%	-2%	0%[46.1 µM]	9%	2%	25%[38.3 µM]	-1%
COc1cc(OC)cc(C(=O)NCc2n[nH]c(=S)n2-c2ccccc2)c1	8%	-0.5%	-7%	-1%[46.1 µM]	-10%	1%	-8%[38.3 µM]	-2%
N#Cc1c(N(CCO)CCO)nc(N)c2c(N)nc3c(c12)CC(=O)N3CC1CCCO1 (stereo unspecified)	-132%	1.1%	-2%	2%[7.67 µM]	?	·	·	·
COc1ccc(N2CCN(C(=O)c3ccc(NS(=O)(=O)c4ccccc4)cc3)CC2)cc1	-4%	0.2%	-7%	7%[46.1 µM]	-10%	-1%	12%	-10%
CN(C)C(=O)c1ccc(-c2nc(Nc3ccc(F)cc3)c3ccccc3n2)cc1	6%	-1.7%	8%	·	?	-2%	5%	27%
O=C(CCn1ccc([N+](=O)[O-])n1)Nc1nccs1	4%	-1.1%	i	1%	1%	-2%	4%	-3%
COc1ccccc1CN1CCNC(=O)C1CC(=O)O (stereo unspecified)	9%	3.3%	-2%	-11%	?	-1%	1%	·
CCCC1=C(C(=O)OCC)C(/C=C/c2ccccc2)n2ncnc2N1 (stereo unspecified)	12%	-1.1%	-4%	-11%[46.1 µM]	-6%	-3%	20%[38.3 µM]	?
CC(C)OC(=O)[C@H]1O[C@H](CCCCOCc2ccccc2)[C@@H](C)[C@H]2O[C@H]21	3%	-1.1%	2%	·	12%	-2%	18%	-4%
CCc1cc(C(=O)N2CCOCC2)c(NC2=NS(=O)(=O)c3ccccc32)s1	4%	0.5%	i	10%[7.67 µM]	-3%	14%	3%[38.3 µM]	2%
O=C(COC(=O)Cc1c(Cl)cccc1Cl)NCC1CCCO1 (stereo unspecified)	-6%	-3.0%	i	7%	3%	6%	4%	-35%
Cc1cc(NCc2ccco2)n2ncnc2n1	-7%	-1.0%	7%	11%	9%	1%	2%	-9%
CC(=O)N1CCN(c2nc(N)c(C#N)c(CC#N)c2C#N)CC1	3%	-0.8%	11%	-16%	?	·	·	·
Cc1ccc(C2C(C#N)=C(N)OC3=C2C(=O)CC(C)(C)C3)s1 (stereo unspecified)	4%	-2.9%	0%	-1%	-7%	·	·	·
CC1(C)CO[C@H](CC(=O)O)CN1	0%	1.8%	-1%	·	1%	1%	11%	·
CNC(=S)N1CCN(c2ccc(OC)cc2)CC1	-1%	0.0%	-3%	-8%[46.1 µM]	-3%	2%	-5%[38.3 µM]	-11%
CCOc1ccccc1NC(=O)CSc1ccc([N+](=O)[O-])cc1	-12%	-6.0%	4%	-19%	-4%	0%	13%	-57%[inhibitor]
CCCc1nn(C)c(C(=O)Nc2ccccc2)c1Cl	1%	-3.2%	-10%	6%	6%	-5%	1%	-29%
CCN(CC)c1nc2ccccc2[nH]c1=O	10%	-1.4%	i	-8%[7.67 µM]	3%	·	·	·
O=C(CCn1c(=O)c2ccccc2n(Cc2cccnc2)c1=O)NCc1ccc2c(c1)OCO2	10%	-1.1%	-3%	-16%[46.1 µM]	7%	3%	9%[38.3 µM]	·
Cc1noc(C)c1COC(=O)C1(c2cccc(F)c2)CCCC1	2%	-3.4%	-18%	?	-4%	-6%	13%[38.3 µM]	-15%
O=C1C(Cl)=C(N2CCCCC2)C(=O)N1Cc1ccccc1	19%	-1.3%	-4%	-38%	-10%	-7%	17%	-25%
CCOC(=O)c1sc2nc(C)n(CC(=O)NCC3CCCO3)c(=O)c2c1C (stereo unspecified)	-11%	-3.2%	-2%	-1%[46.1 µM]	1%	-1%	-5%[38.3 µM]	-9%

Compound activity as filed in PubChem.
